# PAFAH1B3 inh: PAFAH1B3 (human) inhibition | inhibition, % at 3.39 µM | AID 492972 | Q15102 | recombinant PAFAH1B3, FP-rhodamine probe, fluorescence polarization | hit rate 0.28% among 340,000;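 active = inhibition above the screen-wide average of all tested compounds plus 3 SD, cut at about 25% in these data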;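 also: 0% = enzyme with DMSO only and 100% = wells lacking PAFAH1B3 protein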
# GSTO1 inh: blocks human GSTO1 in RBBP9 counter-screen; P78417; recombinant GSTO1, activity-based probe fluorescence polarization; inhibition, % at 5.96 µM; hit rate 1.1% among 300,000; AID 1974;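 active = inhibition above the campaign mean inhibition plus 3 SD, cut at about 35% in these data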;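 also: 0% = GSTO1-1 with DMSO and 100% = wells lacking GSTO1-1 enzyme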
# Target sequence (P78417 whole entry, looked up): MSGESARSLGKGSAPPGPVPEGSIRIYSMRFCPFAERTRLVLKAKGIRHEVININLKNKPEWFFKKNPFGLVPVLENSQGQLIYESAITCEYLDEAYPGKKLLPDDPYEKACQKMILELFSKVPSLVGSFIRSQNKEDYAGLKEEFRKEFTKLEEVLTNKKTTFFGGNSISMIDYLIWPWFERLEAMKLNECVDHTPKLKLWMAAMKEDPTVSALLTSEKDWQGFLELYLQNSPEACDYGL
# pPAFAH FP inh: pPAFAH (human) enzyme inhibition; inhibition, % at 3.39 µM; Q13093; hit rate 1.5% among 330,000; AID 463082; recombinant pPAFAH, FP-rhodamine probe fluorescence polarization;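 active = inhibition above the mean inhibition across the screen plus 3 SD, cut at about 25% in these data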;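 also: inhibitors block binding of the rhodamine activity-based probe so polarization drops; 0% = enzyme with DMSO and 100% = wells lacking pPAFAH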
# PME-1 primary: blocks human protein phosphatase methylesterase 1 | hit rate 0.53% among 320,000 | recombinant PME-1, FP-Rh probe fluorescence polarization | Q9Y570 | AID 2130 | inhibition, % at 5.9 µM;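 active = inhibition above the campaign mean of all compounds plus 3 SD, cut at about 26% in these data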;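 also: competitive labeling of PME-1 active site by serine hydrolase directed probe; 0% = PME-1 with DMSO and 100% = wells lacking PME-1 enzyme; inhibitors block probe labeling so polarization falls and inhibition rises; many of its hits are not listed in these tables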
# PAFAH1B2 FP inh: blocks human PAF acetylhydrolase 1b catalytic subunit 2 | hit rate 1.2% among 340,000 | P68402 | recombinant PAFAH1B2, FP-rhodamine activity probe, fluorescence polarization | inhibition, % at 3.39 µM;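 active = inhibition above the mean of all tested compounds plus 3 SD, cut at about 24% in these data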;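 also: 0% = enzyme with DMSO and 100% = wells lacking PAFAH1B2; many of its hits are not listed in these tables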
# Target sequence (P68402 whole entry, looked up): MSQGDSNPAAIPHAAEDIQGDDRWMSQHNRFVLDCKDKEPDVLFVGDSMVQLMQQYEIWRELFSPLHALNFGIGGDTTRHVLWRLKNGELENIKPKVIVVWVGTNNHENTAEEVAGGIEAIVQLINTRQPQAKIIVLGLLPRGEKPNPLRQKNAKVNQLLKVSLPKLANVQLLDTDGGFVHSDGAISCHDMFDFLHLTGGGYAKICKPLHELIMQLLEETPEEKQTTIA
# LYPLA1 counter: LYPLA1 (human) inhibition in PME1 counter-screen. inhibition, % at 5.9 µM. recombinant LYPLA1, FP-Rh probe fluorescence polarization. O75608. hit rate 0.16% among 320,000;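 active = inhibition above the mean of all tested compounds plus 3 SD, set per campaign, cut at about 14% in these data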;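 also: inhibitors block serine hydrolase probe labeling of LYPLA1 so polarization falls; 0% = enzyme with DMSO and 100% = wells lacking LYPLA1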
# Target sequence (O75608 whole entry, looked up): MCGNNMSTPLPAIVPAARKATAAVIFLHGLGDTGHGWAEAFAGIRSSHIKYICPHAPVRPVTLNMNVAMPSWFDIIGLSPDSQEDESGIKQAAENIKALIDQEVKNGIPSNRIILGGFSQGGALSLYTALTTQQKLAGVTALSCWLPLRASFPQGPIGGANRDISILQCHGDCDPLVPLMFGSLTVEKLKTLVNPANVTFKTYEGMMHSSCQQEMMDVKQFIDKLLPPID
# PAFAH2 inh: inhibitors of human PAFAH2; recombinant PAFAH2, FP-rhodamine activity probe, fluorescence polarization; inhibition, % at 3.39 µM; Q99487; AID 492956; hit rate 0.99% among 340,000;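 active = inhibition above the mean over all tested compounds plus 3 SD, cut at about 30% in these data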;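 also: inhibitors block probe labeling of enzyme so polarization drops; 0% = enzyme with DMSO and 100% = wells lacking PAFAH2 protein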
# PAD4 inh: blocks human protein arginine deiminase 4. Q9UM07. recombinant PAD4, RCA probe fluorescence polarization. inhibition, % at 6.36 µM. hit rate 0.41% among 330,000;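 active = percent inhibition above a cutoff equal to the mean of all tested compounds plus 3 SD, cut at about 15% in these data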;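 also: 0% = PAD4 with RCA probe and DMSO and 100% = probe without PAD4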
# LYPLA2 inh: blocks human lysophospholipase 2, a PME1 counter-screen. O95372. recombinant LYPLA2, FP-Rh probe fluorescence polarization. inhibition, % at 5.9 µM. hit rate 0.38% among 320,000;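 active = inhibition above the screen-wide mean plus 3 SD, limit set per campaign, cut at about 26% in these data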;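 also: 0% = LYPLA2 with DMSO and 100% = wells lacking LYPLA2 enzyme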
# Target sequence (O95372 whole entry, looked up): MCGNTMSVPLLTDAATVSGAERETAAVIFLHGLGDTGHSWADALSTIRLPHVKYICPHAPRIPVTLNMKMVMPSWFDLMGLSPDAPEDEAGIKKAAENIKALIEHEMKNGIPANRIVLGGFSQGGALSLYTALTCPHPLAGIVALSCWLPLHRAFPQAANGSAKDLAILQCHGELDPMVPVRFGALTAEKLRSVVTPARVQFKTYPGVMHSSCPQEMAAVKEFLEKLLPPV
# Active calls of the source: *; . = not tested or not shown. This is a subset (hit frequency here may not be typical).
cpd	mol	LYPLA1 counter	PME-1 primary	LYPLA2 inh	PAFAH2 inh	PAFAH1B2 FP inh	PAFAH1B3 inh	PAD4 inh	pPAFAH FP inh	GSTO1 inh
1	Cc1cccc(NS(=O)(=O)c2ccc(C(=O)N3CC(C)OC(C)C3)cc2)c1C (stereo not given)	-3	20	-4	4	3	9	-1	29*	6
2	O=C(Nc1nc(-c2cc3ccccc3o2)cs1)c1ccc(S(=O)(=O)N2CCCC2)cc1	-4	7	-6	5	-1	-10	-7	1	2
3	Cn1cc(CNC(=O)C2c3ccccc3Oc3ccccc32)cn1	-3	3	0	2	5	5	1	2	4
4	COc1ccc(N2CCN(C(=O)COC(=O)CCOc3ccccc3C)CC2)cc1	1	4	5	6	3	3	-4	3	-6
5	CCN(CC)CCNc1nc2ccccc2n1C	-1	-6	11	-3	5	2	0	-5	4
6	CCCCCn1c(CNC(C)=O)nc2ccccc21	-2	6	-4	16	6	5	-2	3	-5
7	COc1ccc(CCNC(=O)C(C)n2nc(C)n3c(cc4occc43)c2=O)cc1OC (stereo not given)	-3	-3	-1	0	3	4	-1	3	-3
8	CCOC(=O)Cc1c(C)nc2c(C#N)c(C)nn2c1C	2	-1	9	2	10	4	3	1	-1
9	COc1ccccc1NC(=O)CN1CCN(c2ccccn2)CC1	4	3	7	1	1	13	2	0	6
10	COc1cccc(C(=O)CN2C3=NCCCN3c3ccccc32)c1	-5	-3	2	-2	8	9	-1	1	3
11	Cc1ccc(-c2nn(-c3ccccc3)cc2CN(Cc2ccccc2)C(=O)CCC(=O)O)o1	-2	0	-1	7	7	-2	-2	3	-9
12	CC(Oc1ccccc1)C(=O)N1CCN(c2ncccn2)CC1 (stereo not given)	6	4	5	7	9	6	-1	-2	.
13	Cn1cc(C=C2C(=O)OC3(CCCCC3)OC2=O)c2ccccc21	1	1	-2	46*	16	7	2	6	-11
14	COc1cccc(NC(=O)CN(C)CC(=O)NCc2ccc3c(c2)OCO3)c1	1	4	8	-3	3	11	-2	3	.
15	Cc1ccc(C(c2sc3ncnn3c2O)N2CCCCC2)cc1 (stereo not given)	2	1	2	3	5	11	1	-2	1
16	CC(CN1CCNCC1)(NS(=O)(=O)c1ccccc1)c1ccccc1 (stereo not given)	-1	5	-1	4	4	5	-3	4	1
17	O=S(=O)(c1ccc2c(c1)C(O)c1ccccc1CC2)C(F)(F)F (stereo not given)	1	-4	-2	-4	-4	2	2	3	.
18	COc1ccc(S(=O)(=O)N(C)c2ccccc2)c2cccnc12	1	6	6	4	3	13	2	3	6
19	CC(C)c1nnc(NC(=O)CCC(=O)Nc2ccc3cn[nH]c3c2)s1	0	-4	-2	4	4	-1	-1	0	26
20	Cc1nc(-c2ccc(C(=O)Nc3cccc(F)c3)cc2)cs1	-6	-7	-6	1	-1	5	3	1	-5
21	COc1ccc(CNC(=S)NCc2ccc(OC(C)C)cc2)cc1	-4	4	1	5	10	-1	1	2	12
22	Cc1ccc(NC(=O)/C=C/c2cccc([N+](=O)[O-])c2)nc1	4	-3	1	7	3	-1	-6	-4	3
23	CN1C(=O)/C(=N\OC(=O)c2ccccc2Cl)c2ccccc21	-4	-16	-7	-3	-2	3	-2	1	4
24	Cc1nn2cc(-c3ccc(-c4ccccc4)cc3)nc2s1	-1	-14	-1	-10	-4	0	-4	-8	0
25	Cc1ccc(CSc2nc3ccccc3cc2C=O)cc1	-5	-18	-3	-4	-4	-4	-2	3	8

# (more compounds)
cpd	mol	LYPLA1 counter	PME-1 primary	LYPLA2 inh	PAFAH2 inh	PAFAH1B2 FP inh	PAFAH1B3 inh	PAD4 inh	pPAFAH FP inh	GSTO1 inh
26	COc1cc(OC)c2c(c1C(CCN1CCOCC1)c1ccc(N(C)C)cc1)OC(=O)CC2c1ccc(N(C)C)cc1 (stereo not given)	1	-2	5	3	0	3	-6	7	-4
27	COc1ccc(NC(=O)c2cc(-c3ccco3)nc3ccccc23)cc1S(=O)(=O)N1CCOCC1	-17	-6	-23	11	2	7	-3	-13	13
28	CCOC(=O)C1=C(C)NC(=S)NC1c1ccc(C)s1 (stereo not given)	0	3	7	5	1	2	4	4	2
29	COc1ccccc1CN(C)c1ccc(S(=O)(=O)N2CCN(C)CC2)cn1	-2	5	-1	-2	7	2	1	1	.
30	CCCOC(=O)c1ccc(Oc2c(-c3ccc(OC)cc3O)n[nH]c2C)cc1	-10	4	-22	-7	2	5	-7	17	-3
31	CCOc1ccccc1OCCCOc1ccc([N+](=O)[O-])cc1Cl	-1	-6	-2	1	1	-1	-4	-2	-5
32	O=C(Nc1ccc(Cl)c(C(F)(F)F)c1)C1CCCN(S(=O)(=O)c2cnc[nH]2)C1 (stereo not given)	-5	1	5	1	8	-2	1	0	-4
33	Cc1cc(C)c(NC(=O)Cn2nnc(C(=O)NCc3ccc4c(c3)OCO4)c2N)c(C)c1	-5	2	-15	3	2	-9	2	0	2
34	O=[N+]([O-])c1ccc(SCc2ccncc2)nc1	3	-1	8	6	5	19	-3	9	4
35	CC1(C)CC(NC(=O)COc2ccc([N+](=O)[O-])cc2)CC(C)(C)N1	-1	-4	6	.	.	.	1	3	5
36	COc1ccc(/C=C(/NC(=O)c2ccc([N+](=O)[O-])cc2)C(=O)NCCCN(C)C)cc1	1	7	5	0	1	-3	-4	7	-2
37	Cc1nc2ccccc2c2oc(C(=O)NCCN3CCCCC3C)cc12 (stereo not given)	2	2	-5	12	5	-3	-1	4	1
38	CCOC(=O)CC(c1ccc(N)cc1)n1c(C)ccc1C (stereo not given)	-3	-3	-3	3	2	-2	-2	-1	9
39	C/C(=N\NC(=O)CC1N=C(Cc2ccccc2)NNC1=O)c1ccc(C)cc1 (stereo not given)	-2	3	6	-4	9	0	7	3	1
40	C=CCn1cnc2c(nnn2Cc2ccc(F)cc2)c1=O	1	-1	0	5	0	1	1	2	5
41	Fc1ccc(Cn2cccc2C2=NC(c3ccccc3)CO2)cc1 (stereo not given)	1	3	6	-6	1	-2	1	5	6
42	CCOc1ccc(NC(=S)N2CCC(c3nc4ccccc4[nH]3)CC2)cc1	2	-4	0	-1	11	14	1	8	4
43	CC[C@@]1(C(=O)OC)N[C@H](CN(C)C(=O)Nc2ccc(OC)cc2)[C@@H]2C(=O)N(Cc3ccccc3)C(=O)[C@@H]21	.	.	.	5	0	9	-2	2	.
44	O=C(CCSCCc1ccccn1)Nc1cccc([N+](=O)[O-])c1	-1	3	1	-8	3	0	1	2	4
45	Cc1cc(-c2ccco2)n2c(nc3ccccc32)c1C#N	-1	-1	-2	17	0	6	-11	8	-1
46	O=C(Nc1ccc(F)cc1)NC1CCN(Cc2c(F)cccc2Cl)CC1	-2	-5	1	10	7	5	-4	-2	-7
47	CC1CCN(S(=O)(=O)c2ccc(C(=O)Nc3ccccn3)cc2)CC1	3	-2	8	2	18	0	-1	4	10
48	CCC1CCCCN1CCCNC(=O)c1ccc2c(c1)NC(=O)CS2 (stereo not given)	1	2	1	0	2	7	0	2	5
49	CC(C)(C)N1C(=O)Cc2c1nc(N)c1c(N)nc(N3CCCCC3CO)c(C#N)c21 (stereo not given)	1	18	9	5	4	-3	10	19	91*
50	Cc1ccccc1C(=O)N1CCC(C(=O)Nc2ccccc2N2CCCC2)CC1	0	-5	-5	2	-2	-2	2	0	9

# Next part, overlapping the part above by 2 compounds.
cpd	mol	LYPLA1 counter	PME-1 primary	LYPLA2 inh	PAFAH2 inh	PAFAH1B2 FP inh	PAFAH1B3 inh	PAD4 inh	pPAFAH FP inh	GSTO1 inh
49	CC(C)(C)N1C(=O)Cc2c1nc(N)c1c(N)nc(N3CCCCC3CO)c(C#N)c21 (stereo not given)	1	18	9	5	4	-3	10	19	91*
50	Cc1ccccc1C(=O)N1CCC(C(=O)Nc2ccccc2N2CCCC2)CC1	0	-5	-5	2	-2	-2	2	0	9
51	Cc1ccc(C)c(C(=O)Nc2nc3ccccc3[nH]2)c1	1	0	-9	0	5	-1	2	-2	0
52	CCOC(=O)c1c(Cc2ccc(Cl)cc2)c[nH]c1C	-1	-9	-5	0	4	20	-1	8	-6
53	CC1=C(C(N)=O)C(c2ccncc2)n2nc(-c3ccccc3Cl)nc2N1 (stereo not given)	2	5	-1	0	4	9	0	0	2
54	O=C(COC(=O)c1ccc(Cl)nc1)NCCNC(=O)COC(=O)c1ccc(Cl)nc1	6	4	5	-1	0	1	-4	2	0
55	COc1ccc(C2C(C#N)C(C#N)N3CCCN23)cc1 (stereo not given)	4	0	0	0	-3	7	-3	0	-3
56	COc1ccc(C(=O)Nc2nnc(SCC(=O)NC3CCCC3)s2)c(OC)c1	4	0	10	-6	3	-3	2	3	-6
57	CC(C)CCN(C(=S)Nc1cccc(F)c1)C(C)c1cccs1 (stereo not given)	-1	-1	-3	-8	5	-4	-2	4	5
58	CC(CCc1ccccc1)NCC(O)c1ccc(O)c(C(N)=O)c1 (stereo not given)	-3	-9	-1	0	7	14	0	-2	0
59	CCCCN(C(=O)CSc1nncn1-c1ccccc1OC)c1c(N)n(Cc2ccccc2)c(=O)[nH]c1=O	-2	-2	-2	3	0	1	0	1	4
60	CN(Cc1cccs1)C(=O)CCc1c[nH]c2ccccc12	2	0	7	-6	-2	-2	0	4	22
61	COc1ccc(Cl)cc1N1CC(C(=O)Nc2nccs2)CC1=O (stereo not given)	3	1	4	6	3	8	1	2	6
62	Cc1cc(C)c2c(CN3CCN(Cc4ccc5c(c4)OCO5)CC3)cc(=O)oc2c1	-4	-4	2	-2	4	4	-3	0	5
63	COc1ccc(NC(=O)C2CCCN2S(=O)(=O)c2cccc3cccnc23)c(OC)c1 (stereo not given)	2	10	5	5	1	0	5	1	-2
64	CN(C)S(=O)(=O)c1cccc(NC(=O)CCCSc2ccccc2)c1	-3	-2	-5	10	5	0	-3	7	7
65	CCOC(=O)c1cc2c(=O)n3ccccc3nc2n(Cc2ccco2)c1=NC(=O)c1cccc(OC)c1	-4	1	2	2	0	4	-4	6	9
66	O=C(Cn1c(=O)n(CC2CCCO2)c(=O)c2ccccc21)c1ccccc1 (stereo not given)	-2	-1	-3	-7	0	4	-2	-4	-3
67	CNC(=O)CSc1nnc(-c2ccco2)n1-c1cccc(OC)c1	-1	-1	-1	-2	6	12	0	-6	-1
68	N#Cc1cccc(NC(=O)COC(=O)c2ccccc2Sc2ccccc2C#N)c1	-22	-29	-29	45*	-6	-2	1	-8	0
69	O=C(CN(C(=O)CCC(=O)Nc1nccs1)c1ccc(F)cc1)NCCc1ccccc1	2	-1	1	2	4	0	2	1	-3
70	Cc1cc(CNC(=O)c2cc(COc3ccc(F)c(F)c3)on2)nn1C	1	1	6	2	5	-8	1	13	-1
71	COc1ccc(Cl)cc1NC(=O)Cn1nnc(C(=O)NCc2ccc3c(c2)OCO3)c1N	-6	-8	-13	4	-2	-5	0	2	4
72	CC(=O)c1cccc(S(=O)(=O)NCC(C)(C)N2CCOCC2)c1	-2	1	6	-2	9	14	-1	4	-4
73	O=C(Cc1ccccc1)NCCc1ccc(Cl)cc1Cl	2	-3	-1	3	4	6	-10	-6	-8
74	Cc1nn(Cc2ccccc2)c(C)c1C(=O)NCC(c1cccs1)N1CCOCC1 (stereo not given)	3	-1	1	5	-1	-1	0	2	-2
75	Cc1c(C)c(C)c(S(=O)(=O)N2CCC3(CC2)OCCO3)c(C)c1C	5	6	-9	-2	-3	3	2	7	-1
76	Cc1occc1C(=O)Nc1sccc1C(N)=O	-5	-8	-4	-2	0	4	1	2	0
77	O=C(CSc1nnc(CNC(=O)c2cccc(C(F)(F)F)c2)o1)NC1CCCCC1	3	0	5	0	7	13	4	4	1

# Bioassay records as filed in PubChem.
